# Assay outcomes from PubChem.
# Tau fluor counter: Counterscreen qHTS for Inhibitors of Tau Fibril Formation, Fluorescence Polarization; 280,000 tested, 0.93% active; tau K18 P301L Alexa594 fluorescence, heparin fibrillization; Potency, µM (highest dose often 57.7 µM), for inactives: at the highest dose activity change, negative = decrease; AID 1463, 2008; further: on the % scale 0 is the no-effect control and ±100 the full control effect; nearly all actives have a fitted effect of over 55% in size
#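 Human tau K18 P301L (15 uM unlabeled, 0.24 uM Alexa 594-labeled) in 100 mM sodium acetate pH 7 with 20 uM heparin, 6 hr at 37 C. ThT 30 uM added, 1 hr ambient; Alexa 594 FP and total fluorescence read at 555/632 nm.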
# GAA inhib: qHTS Assay for Inhibitors of Human alpha-Glucosidase as a Potential Chaperone Treatment of Pompe Disease | Lysosomal alpha-glucosidase (Homo sapiens), P10253 | purified human GAA, 4-MU-alpha-glucoside fluorescence | Potency, µM (top dose mostly 76.9 µM), for inactives: at the highest dose activity change, negative = inhibition, hits mostly inhibitors | 200,000 tested, 0.005% active;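 further: plate controls were uninhibited enzyme wells for no effect and no-enzyme background for full effect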
#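 Enzyme (4 nM final) mixed with compound (up to 77 uM), then 4-MU-alpha-D-pyranoside (400 uM final) added; 20 min at room temperature, pH 5.0. Reaction stopped at pH 10, fluorescence read, AC50 derived by Hill fit.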
# HTT ATP protect: qHTS Multiplex Assay to Identify Dual Action Probes in a Cell Model of Huntington: Cytoprotection (ATP). PC12 HTT-Q103 induced, cytoprotection, ATP luminescence, 40 h. Potency, µM (highest dose often 56.4 µM), for inactives: cytoprotection (ATP increase), most hits filed as activators. 230,000 tested, 0.14% active. AID 1471, 2008;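 further: % of control where 0% means no effect; nearly all actives have a fitted effect of over 45% in size; toxic huntingtin expression switched on by the ecdysone agonist tebufenozide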
#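 Cells were plated at 1500 per well in phenol red-free DMEM with 5% equine and 5% calf serum. Tebufenozide (100 nM final) and compounds were added, then ATPlite reagent, and luminescence was read.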
# GAA glycogen: qHTS Assay for Inhibitors and Activators of Human alpha-Glucosidase Cleavage of Glycogen | recombinant GAA, glycogen substrate, Amplex Red glucose oxidase fluorescence | 300,000 tested, 0.38% active | AID 2100, 2009 | Potency, µM (doses to about 76.4 µM), inactives show at the top dose activity change, negative = inhibition, actives largely listed as inhibitors | Lysosomal alpha-glucosidase (Homo sapiens), P10253;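 further: 0% = full enzyme reaction and -100% = no-enzyme basal signal; the screen sought inhibitors and activators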
#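 Recombinant human alpha-glucosidase (4 nM final) hydrolysed bovine liver glycogen (30 ug) for 40 min at 37 C in pH 5.0 citrate/phosphate with 0.01% Tween-20. Released glucose detected by glucose oxidase/Amplex Red, Ex 573/Em 610 nm. Compounds up to 77 uM; AC50 from Hill fits.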
# GAA spleen mod: qHTS Assay for Inhibitors and Activators of Human alpha-Glucosidase From Spleen Homogenate; Lysosomal alpha-glucosidase (Homo sapiens), P10253; human spleen homogenate, 4-MU-alpha-glucoside fluorescence; Potency, µM (titrated, usually from 79.9 µM), for the others: at the top dose activity change, negative = inhibition, usual class: inhibitors; 240,000 tested, 0.006% active;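 further: 0% = enzyme with vehicle and -100% = no enzyme basal signal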
#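 Human spleen homogenate (1 ug) with 4-methylumbelliferyl-alpha-D-glucopyranoside (1 mM final) in 50 mM citrate/phosphate pH 5.0, 0.01% Tween-20; 40 min at 37 C. Stopped at pH 10; 4-MU fluorescence Ex 365/Em 440 nm; AC50 by Hill fit.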
# Tau fibril FP: qHTS for Inhibitors of Tau Fibril Formation, Fluorescence Polarization; K18 P301L tau heparin fibrillization, Alexa594 FP, 6 h; Potency, µM (titrated, usually from 57.7 µM), for inactives: at the top dose activity, negative = inhibition, hits mostly inhibitors; 280,000 tested, 0.39% active; AID 1468, 2008; further: on the % scale 0 is the no-effect control and ±100 the full control effect; nearly all actives have a fitted effect of over 55% in size
# Target sequence (P10636 561-689 P618L limits assumed): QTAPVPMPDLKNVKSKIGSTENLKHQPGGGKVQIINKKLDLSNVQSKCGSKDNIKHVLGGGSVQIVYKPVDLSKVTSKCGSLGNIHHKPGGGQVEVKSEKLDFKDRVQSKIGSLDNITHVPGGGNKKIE
#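 Heparin (20 uM) drove fibril formation of recombinant tau K18 P301L, 15 uM unlabeled with 0.24 uM Alexa 594 label, for 6 hr at 37 C in 100 mM sodium acetate pH 7. Fluorescence polarization (555/632 nm) read 1 hr after 30 uM ThT.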
# Tau ThT inhib: qHTS for Inhibitors of Tau Fibril Formation, Thioflavin T Binding. recombinant tau K18 P301L (four-repeat tau fragment), heparin-induced fibrillization, ThT fluorescence. Potency, µM (series often up to 57.4 µM), for the others: top-dose activity, negative = inhibition, usual class: inhibitors. Microtubule-associated protein tau (Homo sapiens), P10636. 270,000 tested, 2.1% active; further: on the % scale 0 is the no-effect control and ±100 the full control effect; nearly all actives have a fitted effect of over 55% in size
#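 Aggregation was driven by heparin (20 uM final) acting on recombinant tau […] bearing P301L in 100 mM sodium acetate pH 7; fibrils were detected with Thioflavin T.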
# aGal spleen mod: qHTS Assay for Inhibitors and Activators of Human alpha-Galactosidase From Spleen Homogenate | Alpha-galactosidase A (Homo sapiens), P06280 | human spleen homogenate, 4MU-alpha-Gal fluorescence, 40 min | Potency, µM (top dose mostly 80 µM), without a hit: at the top dose activity change, negative = inhibition, usual class: inhibitors | 240,000 tested, 0.008% active;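 further: 0% = enzyme with vehicle and -100% = no enzyme basal signal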
# Target sequence (P06280 32-429 limits assumed): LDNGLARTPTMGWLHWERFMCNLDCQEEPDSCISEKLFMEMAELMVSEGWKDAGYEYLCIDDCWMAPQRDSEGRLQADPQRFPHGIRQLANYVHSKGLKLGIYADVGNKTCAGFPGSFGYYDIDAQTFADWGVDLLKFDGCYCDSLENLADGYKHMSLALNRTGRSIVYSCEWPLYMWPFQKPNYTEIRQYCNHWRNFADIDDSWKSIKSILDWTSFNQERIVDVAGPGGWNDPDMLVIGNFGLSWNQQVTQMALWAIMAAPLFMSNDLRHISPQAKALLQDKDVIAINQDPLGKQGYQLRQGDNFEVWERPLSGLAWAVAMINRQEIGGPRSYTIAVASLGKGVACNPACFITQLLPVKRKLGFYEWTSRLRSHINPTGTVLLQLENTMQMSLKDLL
#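 Fluorogenic readout (Ex 365/Em 440 nm) of 4-methylumbelliferone released from 1 mM 4-MU-alpha-galactoside by spleen homogenate, 40 min at 37C, pH 5.0. Data normalized to no-enzyme and enzyme controls; Hill-equation AC50 from compound titrations.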
# * marks the source's active call; other numbers are inactive results; ? = inconclusive; . = not tested or not shown; [ ] = dose if it differs, or a comment. The call rests on the fitted dose curve; in most records, active means well fitted curve in the direction sought with a large enough effect; inconclusive means small, poorly fitted or top-dose-only effect, or another doubt; inactive means no such curve, though single readings can be large; an effect the other way counts as inactive or inconclusive. Potency means the concentration at half of the fitted maximal effect.
SMILES,Tau fluor counter,GAA inhib,HTT ATP protect,GAA glycogen,GAA spleen mod,Tau fibril FP,Tau ThT inhib,aGal spleen mod
Cc1c(CN2CCC(CO)(CCOc3ccccc3)CC2)c(=O)n(-c2ccccc2)n1C,-7%,-9%,13%[10 µM],-8%,-2%,0%,0%,-12%
Cc1ccc(NC(=S)N2CCCC2)cc1,-1%,10%,-59%[inhibitor],2%,0%,11%,-6%,7%
O=c1c2sc3ccccc3c2n(Cc2cccc(F)c2)c(=O)n1Cc1ccccc1,-22%,.,.,-9%[76.3 µM],.,?,-2%,.
CN(CCO)c1nc(N)c(C#N)c(CC#N)c1C#N,-3%,-1%,6%[10 µM],-11%,-12%,-4%,-9%,0%
CCOc1ccccc1N1CC(C(=O)N2CCc3ccccc3C2)CC1=O (stereo unspecified),-9%,?,27%,3%,0%,-11%,-13%,0%
CCN(CC)CCNC(=O)c1ccc2c(c1)sc1nc(-c3ccc(F)cc3)cn12,-6%,.,.,17%[76.3 µM],.,-16%,-7%,.
O=C(CCc1ccccc1)N/N=C/c1cc(Br)ccc1O,-6%,10%,-86%[inhibitor][10 µM],7%,-1%,1%,2%,0%
CCCCN1CN=C(Nc2nc3ccccc3o2)NC1,-2%,0%,7%,2%,4%,5%,-13%,-4%
O=C1c2ccccc2-c2nc3ccccc3n21,-8%,.,7%[10 µM],-1%,-2%,-3%,-13%,6%
CC(Sc1nccn1C)C(=O)Nc1ccccc1C#N (stereo unspecified),-11%,.,.,15%[76.3 µM],.,6%,-8%,.
C=C(C)C(=O)Nc1cccc(C2=NOC3(C2)C[C@H](C(N)=O)N(C(=O)CC)C3)c1 (stereo partly specified),-7%,.,-2%[10 µM],2%,3%,-2%,-7%,-10%
N/C(=N\N=C\c1ccc(O)c(O)c1)c1nonc1N,-11%,.,17%[10 µM],?,-8%,0%,?,2%
CCOC(=O)c1sc(/N=C/c2c(C)[nH]n(-c3ccccc3)c2=O)c(C#N)c1C,-6%,-6%,-4%,7%,-9%,-2%,-13%,2%
COC(=O)CSc1n[nH]c(-c2ccncc2)n1,0%,-5%,-10%,2%,-4%,5%,-15%,-4%
CCOC(=O)c1noc(C)c1C(=O)Nc1cccc(F)c1,-14%,-10%,-11%[10 µM],4%,1%,-12%,-8%,-3%
O=C(CCn1cccc1)NC1CCCc2ccccc21 (stereo unspecified),-7%,5%,22%,4%,6%,6%,-11%,-1%
O=C(NCc1ccncc1)Nc1cccc([N+](=O)[O-])c1,-25%,5%,2%[10 µM],17%,2%,3%,-12%,6%
Cc1ccccc1NCN1C(=O)C2CCC(C)(C1=O)C2(C)C (stereo unspecified),-3%,.,2%[10 µM],-6%,-8%,?,6%,10%
Cc1nnc(NC(=O)CSc2nc3[nH]ncc3c(=O)[nH]2)s1,-6%,-7%,-29%,-2%,2%,-11%,-7%,2%
CCOC(=O)CNc1c(-c2ccc(Cl)cc2)nc2cnccn12,-10%,?,-21%,40µM*,1%,4%,-5%,3%
COc1ccc(COC(=O)N/N=C2/C[C@@H](O)[C@@H](O)[C@@H]3[C@@H]4C(=O)N(C5CCCCC5)C(=O)[C@H]4CC[C@@H]23)cc1,-12%[11.6 µM],.,3%[10 µM],.,-2%[17.4 µM],4%[11.6 µM],-18%[11.5 µM],0%[17.5 µM]
CNC(=S)NCCc1ccc(OC)cc1,0%,10%,-28%,14%,-3%,-7%,5%,-3%
CN(C)c1ccc(C(=O)Nc2ccc(-c3nc4ccccc4o3)cc2)cc1,?,.,.,17%[76.3 µM],.,-3%,?,.
O=S1(=O)N=C(N/N=C/c2ccc(Br)o2)c2ccccc21,3%,-3%,1%,0%,-3%,2%,-7%,4%
CCOc1cc(C)c(S(=O)(=O)N2CCCC2)cc1C,-8%,2%,0%[1.9 µM],-26%,-4%,-2%,-9%,-6%

# Additional entries follow:
SMILES,Tau fluor counter,GAA inhib,HTT ATP protect,GAA glycogen,GAA spleen mod,Tau fibril FP,Tau ThT inhib,aGal spleen mod
CCCn1c(N)c(C(=O)CSc2nc3ccccc3c(=O)n2-c2ccc(OC)cc2)c(=O)[nH]c1=O,-7%,2%,-36%[inhibitor],?,2%,-12%,-4%,-4%
CC(C)C(C(=O)Nc1ccc(S(N)(=O)=O)cc1)N1C(=O)c2ccccc2C1=O (stereo unspecified),5%,-6%,.,-2%,5%,3%,2%,8%
O=c1c(Br)c(N2CCCCC2)cnn1-c1ccccc1,-10%,7%,-47%[inhibitor],2%,-1%,-6%,-4%,-2%
Cc1ccc(Cl)cc1NC(=O)N(C)CCO,-2%,-9%,17%[10 µM],2%,8%,?,3%,9%
CCCn1c(SCC(=O)Nc2nnc(CC)s2)nnc1-c1ccncc1,2%,9%,-8%[10 µM],7%,-10%,6%,3%,-1%
COc1ccc(Oc2nc3ccccc3n3cccc23)cc1,-16%,-12%,9%[10 µM],-1%,-3%,?,0%,1%
Cc1cccc(CNC(=O)c2ccccc2N)c1,-3%,1%,-4%[0.074 µM],0%,7%,3%,-2%,-2%
O=Cc1ccccc1OCCOc1ccccc1C=O,1%,5%,-24%[10 µM],6%,-10%,-5%,-16%,-2%
O=C(COC(=O)c1ccc(S(=O)(=O)N2CCCC2)cc1)Nc1ccc(N2CCOCC2)cc1,-21%,-2%,-15%,-2%,-2%,3%,-14%,5%
CCn1ncc(/C=C/C(=O)NCc2cn(C)nc2C)c1C,-4%,9%,-9%,11%,-6%,3%,-7%,2%
COCC(C)NC(=O)C1=CC(c2ccc3c(c2)OCO3)=NS(=O)(=O)N1C (stereo unspecified),-15%,.,.,-8%[76.3 µM],.,-9%,-1%,.
CC(C)(C)NC(=O)CSc1nnnn1C(C)(C)C,-5%,6%,0%,-2%,2%,1%,-6%,1%
Cc1nc2c(C(=O)NCCc3ccccc3)c[nH]n2c(=O)c1Cc1ccc(F)cc1Cl,-22%,.,.,-2%[76.3 µM],.,3%,?,.
CCOC(=O)Cn1c(=N)n(CCOc2ccc3ccccc3c2)c2ccccc21,-8%,-4%,-18%,-6%,-7%,2%,?,-10%
COc1ccc(C(=O)/C=C/c2cccs2)c(OC(=O)c2cccc([N+](=O)[O-])c2)c1,?,?,-2%[10 µM],.,-3%,9%,4µM*,-17%
CCCCC(=O)Nc1ccc(C(=O)Nc2nnc(COC)s2)cc1,-12%,2%,-39%,10%,-6%,-8%,-18%,0%
O=C(NNC(=O)c1cc(-c2ccccc2)nc2ccccc12)Nc1cccc(Cl)c1,?,-5%,-10%,-16%,-5%,?,?,-5%
COc1cc(C(=O)NCCC2=CCCCC2)cc(OC)c1OC,2%,-5%,-14%[10 µM],-2%,5%,0%,-1%,7%
CCOC(=O)N/N=C\c1sccc1C,0%,0%,19%[10 µM],8%,-8%,-3%,-3%,-1%
O=C1CCC=C1C(O)c1ccc(Cl)cc1 (stereo unspecified),2%,.,-11%,.,-18%,3%,5%,-13%
C=CCN1C2CCCC1CC(NC(=S)Nc1cccc(OC)c1)C2 (stereo unspecified),-5%,?,-1%[10 µM],-12%,-1%,-2%,-4%,4%
CCCOc1ccc(C(=O)Nc2ccc(S(=O)(=O)Nc3onc(C)c3C)cc2)cc1,1%,1%,.,-4%,-2%,4%,2%,-2%
CC(=O)c1ccc(NC(=O)C2CCCN(S(=O)(=O)c3ccc(Br)s3)C2)cc1 (stereo unspecified),-20%,.,.,-7%[76.3 µM],.,-2%,-5%,.
O=C(COc1nc2ccccc2nc1N1CCOCC1)N1CCc2ccccc21,-1%,-6%,-11%,1%,-3%,5%,3%,9%
CCN(CC)C(=O)CSc1ncnc2c1nnn2-c1ccc(F)cc1,-20%,-5%,0%,11%,-4%,-5%,?,-7%
Cc1cc(C(=O)COC(=O)C(C)NC(N)=O)c(C)n1Cc1ccco1 (stereo unspecified),-5%,-5%,1%[10 µM],1%,-3%,1%,-5%,5%
COc1ccc(CCn2c(N3CCN(C)CC3)nc3c2c(=O)[nH]c(=O)n3C)cc1,-6%,-8%[15.4 µM],13%,-7%,1%,1%,-14%,-11%
CCOC(=O)C1=C(CN2CCN(CCC#N)CC2)NC(=O)NC1c1ccc2c(c1)OCO2 (stereo unspecified),-11%,1%,?,6%,-2%,4%,-4%,-9%
C=C(C)C1CC=C(C)/C(=N\NC(=S)Nc2ccc(C)cc2)C1 (stereo unspecified),-23%,-9%,.,9%,3%,-9%,?,-11%

# Five entries from above, bar-delimited.
molecule | Tau fluor counter | GAA inhib | HTT ATP protect | GAA glycogen | GAA spleen mod | Tau fibril FP | Tau ThT inhib | aGal spleen mod
COC(=O)CSc1n[nH]c(-c2ccncc2)n1 | 0% | -5% | -10% | 2% | -4% | 5% | -15% | -4%
CCOC(=O)c1noc(C)c1C(=O)Nc1cccc(F)c1 | -14% | -10% | -11%[10 µM] | 4% | 1% | -12% | -8% | -3%
O=C(CCn1cccc1)NC1CCCc2ccccc21 (stereo unspecified) | -7% | 5% | 22% | 4% | 6% | 6% | -11% | -1%
O=C(NCc1ccncc1)Nc1cccc([N+](=O)[O-])c1 | -25% | 5% | 2%[10 µM] | 17% | 2% | 3% | -12% | 6%
Cc1ccccc1NCN1C(=O)C2CCC(C)(C1=O)C2(C)C (stereo unspecified) | -3% | . | 2%[10 µM] | -6% | -8% | ? | 6% | 10%
